hK5 inh – human KLK5 protease inhibitors, primary screen, biochemical, 1536-well; Kallikrein-5 (Homo sapiens), Q9Y337; recombinant hK5, fluorogenic AMC substrate cleavage; inhibition, % at 5 µM; actives 0.59% (n = 210,000); AID 873, 2007;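 active = inhibition of 40% or more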;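 note: 0% = enzyme controls without compound and 100% = no-enzyme blanks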
Target sequence (Q9Y337 67-293 limits assumed): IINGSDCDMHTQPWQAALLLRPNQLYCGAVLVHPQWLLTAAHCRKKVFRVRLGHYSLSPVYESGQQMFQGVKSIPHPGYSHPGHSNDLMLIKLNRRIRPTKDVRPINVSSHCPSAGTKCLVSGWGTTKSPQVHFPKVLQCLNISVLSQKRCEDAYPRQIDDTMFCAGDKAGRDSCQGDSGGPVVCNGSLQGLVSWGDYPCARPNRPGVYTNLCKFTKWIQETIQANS
eIF4E 4G PPI – eIF4E–eIF4G protein interaction inhibitors, primary screen, biochemical, uHTS, TR-FRET, eIF4GI fragment; Eukaryotic translation initiation factor 4E (Mus musculus) + Eukaryotic translation …; TR-FRET eIF4E-eIF4GI(517-606) binding, 2 h; inhibition, % at 21.7 µM; actives 0.37% (n = 220,000); AID 782, 2007;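 note: 0% = full FRET control wells and 100% = background wells lacking eIF4GI fragment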
p47phox inh – p47phox/p22phox peptide binding inhibitors, primary screen, biochemical, uHTS, NADPH oxidase regulatory subunit. fluorescence polarization, 2 h. actives 0.53% (n = 220,000). AID 1274, 2008. Neutrophil cytosol factor 1 (Homo sapiens), P14598. inhibition, % at 24.7 µM;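 note: 0% = p47phox with labelled peptide and 100% = labelled peptide alone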
Target sequence (P14598 whole entry, looked up): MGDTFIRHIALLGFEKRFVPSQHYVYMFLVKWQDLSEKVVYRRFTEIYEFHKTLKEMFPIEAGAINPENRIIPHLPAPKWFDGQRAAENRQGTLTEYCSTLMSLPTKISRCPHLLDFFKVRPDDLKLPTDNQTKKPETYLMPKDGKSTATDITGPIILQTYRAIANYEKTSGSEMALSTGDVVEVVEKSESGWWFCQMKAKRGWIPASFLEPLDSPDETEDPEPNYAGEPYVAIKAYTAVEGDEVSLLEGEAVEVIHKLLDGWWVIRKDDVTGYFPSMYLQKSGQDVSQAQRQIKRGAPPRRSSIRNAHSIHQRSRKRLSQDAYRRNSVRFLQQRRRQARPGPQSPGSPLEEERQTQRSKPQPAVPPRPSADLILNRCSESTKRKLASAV
KCC2 mod – KCC2 cotransporter modulators, thallium flux, primary screen, cell-based, HEK293 KCC2, FluoZin-2 fluorescence, MLSMR. actives 2.2% (n = 190,000). B-score of Tl+ flux slope (higher = more flux/activation; lower = inhibition) at 10 µM. KCC2 cells, thallium flux FluoZin-2 fluorescence;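 active = thallium flux slope and its plate-corrected score both differing from the plate sample mean at a set confidence after two filtering rounds, in either direction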;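 note: slope of fluorescence scaled to starting intensity during 10 to 20 s after thallium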
EBV gp42 block – Epstein-Barr virus gp42 inhibitors, primary screen, biochemical, uHTS, fluorescence polarization; Fluorescence polarization binding assay, mP read-out; actives 0.42% (n = 220,000); inhibition, % (tested at 21.74 µM); AID 1085, 2008; Glycoprotein 42 (Epstein-Barr virus (strain AG876)), Q1HVG2; in the data active = inhibition above about 50%
Target sequence (Q1HVG2 whole entry, looked up): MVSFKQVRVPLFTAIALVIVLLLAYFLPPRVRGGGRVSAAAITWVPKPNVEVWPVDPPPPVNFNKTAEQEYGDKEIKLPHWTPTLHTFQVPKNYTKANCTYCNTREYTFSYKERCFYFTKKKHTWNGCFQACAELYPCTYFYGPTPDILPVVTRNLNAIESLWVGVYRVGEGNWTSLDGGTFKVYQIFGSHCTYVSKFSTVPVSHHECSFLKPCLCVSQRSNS
Rad51 HR inh – human RAD51 strand exchange inhibitors, primary screen, biochemical, fluorescence | DNA repair protein RAD51 homolog 1 (Homo sapiens), Q06609 | actives 0.085% (n = 200,000) | hRad51 DNA strand exchange, fluorescence dequenching | inhibition, % at 10 µM;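 active = inhibition above 40% at the single screening dose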;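 note: 0% = DMSO control wells and 100% = blanks with heterologous ssDNA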
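Test system – preformed human Rad51 ssDNA filaments · Reagent – Donor/quencher-labelled 47-bp dsDNA substrate · Incubation – 37 °C 15-min filament assembly, 30-min compound preincubation, 15-min exchange · Signal – FRET fluorescence dequenching, excitation 485 nm, emission 520 nm · Read-out – percent inhibition from fluorescence, normalised to plate control and blank means · Benchmarks – plate control and blank wells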
thrombin 1536 – human alpha-thrombin inhibitors, primary screen, counter-screen for coagulation protease inhibitor project, biochemical, 1536-well, fluorogenic AMC substrate; Prothrombin (Homo sapiens), P00734; Boc-VPR-AMC fluorogenic substrate cleavage; inhibition, % at 5 µM; actives 0.26% (n = 220,000);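 active = inhibition at or above 40%; inactive = inhibition below 40%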;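 note: 0% = enzyme with no compound and 100% = wells without enzyme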
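System: human alpha-thrombin protein; Compound dosing: one concentration per compound, 5 µM, with 0.2% DMSO; Timing: reaction at room temperature; Technique: AMC fluorescence, 355/460 nm; Controls: enzyme without compound as high, wells lacking enzyme as low.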
Furin inh – human furin inhibitors, primary screen, biochemical, fluorescence intensity; P09958; purified furin, fluorogenic substrate cleavage; inhibition, % at 30 µM; actives 0.061% (n = 220,000); AID 463115, 2010; in the data active = inhibition above about 25%; note: inactives centre near -15
14-3-3 Bad inh – inhibitors of 14-3-3 zeta/Bad binding, primary screen, biochemical, TR-FRET, bovine 14-3-3 zeta; 14-3-3 protein zeta/delta (Bos taurus), P63103; TR-FRET 14-3-3zeta/Dy647-pBad peptide displacement, 1 h; inhibition, % at 21.7 µM; actives 0.71% (n = 220,000); AID 781, 2007;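 active = inhibition above about 70%, limit read from the data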;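 note: 0% = full 14-3-3 plus peptide FRET controls and 100% = background without 14-3-3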
The depositor's hits bear a star; nt = not tested or not shown; [ ] = dose if it differs, or a comment.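 Rule for the calls, unless noted: active = inhibition above about 30% (limit read from the data); inactive = the rest.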

SMILES	hK5 inh	eIF4E 4G PPI	p47phox inh	KCC2 mod	EBV gp42 block	Rad51 HR inh	thrombin 1536	Furin inh	14-3-3 Bad inh
C=C(C)C(=O)Nc1cccnc1Oc1ccc(F)cc1	-2	5	-1	-0.57	-1	-4	-5	-19	-1
O=C(CN1CCN(c2ccc(C(F)(F)F)cn2)CC1)Nc1ccc2c(c1)OCO2	-3	-9	0	-0.96	3	nt	-9	-25	2
COc1ccc2[nH]c3nc(SC(C)C)nnc3c2c1	-5	-9[fluorescence artefact?]	1	0.76	-14	nt	0	-14	4[fluorescence artefact?]
CCc1ccc(OCC(=O)N/N=C(\C)c2ccccc2OC(F)F)cc1	-11	21[fluorescence artefact?]	-9	0.42	-11	2	-4	-22	0
COc1ccc(CCNC(=O)NC2CCCCC2)cc1	-8	5	-15	0.86	-10	-1	2	-21[20 µM]	-6
C=CCNC(=O)NC(=O)COC(=O)CNS(=O)(=O)c1ccc(F)c(F)c1F	-4	6	-3	0.91	-19	0	-6	-25	0
COc1ccc(NC(=O)c2nc(C)n(-c3ccc([N+](=O)[O-])cc3)n2)cc1	3	6	-6	0.16	-14	0	0	-19	0
CCCCNC(=O)CSc1nc2ccc(NC(=O)CSc3nnc(COc4ccccc4C)n3C)cc2s1	-1	-4	-5	0.56	-19	nt	4	-8[20 µM]	-10[fluorescence artefact?]
CC(C)OCCCNC(=O)C1CC(=O)N(C2CCCCCCC2)C1 (centres undefined)	-2	-1	-4	nt	-5	-16	5	-10	4
COc1cc2[nH]c(=O)n(CCC(=O)NCc3cccnc3)c(=O)c2cc1OC	-13	0	-4	0.22	-4	-3	2	-17	5[fluorescence artefact?]
O=C(NCc1ccco1)c1cc(-c2ccc(F)cc2)on1	4	4	-16	0.022	-13	-3	-23	-37	1
O=C(CSc1nc2cc(Cl)ccc2o1)NCCc1ccccc1	-5	-4[fluorescence artefact?]	-6	-0.45	-15	0	0	-14[20 µM]	7[fluorescence artefact?]
CC(=O)c1ccc(OCC(O)CN2CCN(Cc3ccccc3)CC2)cc1 (centres undefined)	-3	1	-1	nt	-6	5	0	-17	24
O=C(Cc1cccc2ccccc12)N1CCN(c2ncccn2)CC1	-6	-1	-6	-1.1	-2	9	-4	-10	-13
CC1CCCCN1S(=O)(=O)c1cn(C)c(=O)n(C)c1=O (centres undefined)	0	2	-10	1.8	-9	-2	3	-18	4
O=[N+]([O-])c1ccc(-c2csc(N/N=C/c3cccnc3)n2)cc1	-8	5	4	0.85	-3	20	-4	-10	20
O=S(=O)(c1ccc(NC(=S)Nc2ccc3c(c2)OCO3)cc1)N1CCOCC1	-3	-27	-6	0.84	10	14	-11	6	-1
O=C(NC(C(=O)c1ccccc1)N1CCOCC1)c1cccs1 (centres undefined)	-16	1	-15	-0.3	-20	-3	-1	-21[20 µM]	-6
C/C(=N/NC(=O)CNC(=O)c1cccnc1)c1ccco1	14	5	-4	1	-10	-7	12	-2	-5
CCc1nc(CNC(=O)c2cc(OC)c(OC)c(OC)c2)no1	2	2	-13	-1.1	-8	-1	-4	-15[20 µM]	12[fluorescence artefact?]
COc1ccc(C(=O)O)cc1S(=O)(=O)NCCCN1CCCC1=O	-8	5	-2	0.56	-14	-16	1	-24	0
CCOC(=O)/C=C1\SCC(=O)N1CC(=O)NCCc1ccc(F)cc1	-5	3	-22	-0.36	-17	-8	-8	-15	-18
O=C1C(Cl)=C(N2CCN(Cc3ccccc3)CC2)C(=O)N1Cc1ccccc1	0	-4	-16	nt	-3	-2	-1	-6[20 µM]	-6
N#Cc1cc2c(nc1SCc1cccc(Cl)c1)CCCCC2	5	-7	-1	-0.76	-14	4	9	-14[20 µM]	6
Brc1ccccc1/C=N/Nc1ccccn1	6	-3	2	0.54	0	0	3	-13	-7
O=C(Nc1ccc(Cl)cc1C(=O)NCCN1CCOCC1)c1ccco1	-2	0	-5	0.59	-13	-1	-14	-15[20 µM]	2
CCn1nccc1C(=O)Nc1ccc(Cl)cc1Cl	-3	-1	-4	-0.025	-11	0	-6	-26[20 µM]	6
O=C1CC(c2ccco2)c2ccc3ccccc3c2N1 (centres undefined)	3	-9[fluorescence artefact?]	-8	-0.33	-8	-2	-3	-13	21[fluorescence artefact?]
O=C(NN1C(=O)C2C3C=CC(C4CC34)C2C1=O)c1ccc(Br)cc1 (centres undefined)	5	2	-6	-0.8	-11	-8	-1	-21	-3
CC(=O)c1ccc(NC(=O)Nc2ccncc2)cc1	-3	1	-2	-0.55	-1	30	5	-16	-1
CC(C)c1ccc(NC(=S)Nc2ccc3cn[nH]c3c2)cc1	3	-2	-7	1.3	-16	-2	42*	-22	-2
CC(=O)OC1CCC2(C)C(COc3ccc4ccc(=O)oc4c3)C(C)(O)CCC2C1(C)C (centres undefined)	0	4[fluorescence artefact?]	4	2.4	-15	-1	1	-50[20 µM]	15
CCOC(=O)c1cccc(NC(=O)C(NS(=O)(=O)c2ccc3c(c2)CCN3C(C)=O)C(C)C)c1 (centres undefined)	16	-5	0	-0.33	-10	12	-2	-17	-9
O=C(CCN1C(=O)COc2ccccc21)NCc1cccnc1	-31	2[fluorescence artefact?]	-3	-1.6	-2	10	-5	-18[20 µM]	4[fluorescence artefact?]
N#C/C(=C(/O)COc1ccccc1)c1nnc2n1CCCCC2	17	1	1	-0.22	-11	3	21	-10	-6
C=CCOC(=O)/C(=C/c1cccc2ccccc12)NC(=O)c1ccccc1	0	3	-5	-0.35	-7	-6	-5	-24	4
O=C(/C=C1\NC2(CCCC2)Cc2ccccc21)C(=O)N/N=C/c1ccccc1O	-66	6	-9	0.1	-16	-8	-2	-22	-5
CC(=O)N/C(=C\c1ccc(F)cc1)C(=O)OC(C)C	1	4	-10	-0.036	-16	-5	-4	-14	4[fluorescence artefact?]
CSc1ccc(CCNC(=O)CSc2ccsc2[N+](=O)[O-])cc1	-21	-14	-46	nt	-5	-9	-4	-19[20 µM]	-6
COc1ccc(C/C(C)=N/NC(=S)Nc2ccc(C)c(C)c2)cc1	-5	4[fluorescence artefact?]	-6	2.1	14	2	-15	-16	3[fluorescence artefact?]
Cc1cnc(SCc2cnc(C)nc2N)nc1	-4	-1	-3	-0.0069	-27	7	1	-17	-8
CCN(Cc1ccncc1)Cc1nc(CC2CC2)no1	2	1	-11	0.63	-17	8	1	-35	-3
Fc1ccc(COc2cccc(-c3n[nH]c(=S)o3)c2)cc1	nt	5	1	70*	2	-12	-2	-12	-12
CCOC(=O)CN1N=C(/C=C/c2ccc(C(C)C)cc2)CCC1=O	-4	4	-5	0.92	-8	12	-22	-24	-13
CCOc1ccc(OCC)c(S(=O)(=O)NCCCN2CCOCC2)c1	-4	2	-13	0.0072	-11	4	-1	-23[20 µM]	-7
COc1ccc(C(=O)Nn2c(SCC(=O)NCc3ccccc3)nc3ccccc3c2=O)cc1	-8	1	-5	-1.3	-21	-2	0	-17[20 µM]	2
Cn1ncc2c(Nc3ccc(Br)cc3)nc(Nc3ccc(Br)cc3)nc21	2	6	-50	-0.36	-8	-26	0	-10	-3
CCOc1ccc(Nc2ccnc3cc(Cl)ccc23)cc1	2	2	-7	-0.014	-23	7	-1	-22	2
COc1ccsc1C(=O)N1CCN(Cc2ccc3c(c2)OCO3)CC1	-15	2	5	0.56	-24	2	-4	-28[20 µM]	12
CCOCCCNC(=O)c1cc(Sc2ccc(C)cc2)nc2ccccc12	-23	-1	-1	-0.85	0	6	-8	-14	-22[fluorescence artefact?]
Cc1cc2c(ncn2Cc2ccccc2)c(NS(C)(=O)=O)c1C	-13	4	0	nt	-27	-1	-4	-23[20 µM]	-8
COCCn1c(SCC(=O)N2CC(=O)Nc3ccccc32)nc2ccccc21	-14	-2	-4	0.026	-13	-6	-12	-11	-3
C/C(=N/NC(=O)c1sc(NS(=O)(=O)c2ccccc2)nc1C)c1ccccc1	-11	1	-11	-2.2	-2	-3	-2	-9	-3
CC(NC(=O)OC(C)(C)C)C(=O)Oc1ccc2ccc(=O)oc2c1 (centres undefined)	-56	18	-3	nt	-13	0	0	-177	-2
FC(F)(F)c1ccc(Sc2n[nH]c(C(F)(F)F)n2)nc1	2	-3	1	-1.2	-9	15	3	-19	1
CCCOc1ccc(C(CC(=O)O)NC(=O)c2sc3ccccc3c2Cl)cc1 (centres undefined)	nt	0	nt	-2.1	-6	nt	1	-36	14
Nc1ccc2c(c1)OC1(CCCCC1)O2	-10	5	45*	-0.8	-8	2	1	-14	100*
CC(C)CC1(C)NC(=O)N(CC(=O)Nc2ccc3c(c2)CCC3)C1=O (centres undefined)	-3	-1	-6	0.19	3	6	-13	-21	-4
COc1ccc(-c2noc(Cc3ccc(Cl)cc3)n2)cc1OC	-4	-1	-1	-0.51	1	-1	1	-13	-12
COC(=O)c1sc(=S)n(-c2cc(F)ccc2F)c1N	3	-4	-9	nt	-2	-13	-2	-22	13

Entries of single compounds, looked up by structure. Screens in order: hK5 inh	eIF4E 4G PPI	p47phox inh	KCC2 mod	EBV gp42 block	Rad51 HR inh	thrombin 1536	Furin inh	14-3-3 Bad inh
`CCCOc1ccc(C(CC(=O)O)NC(=O)c2sc3ccccc3c2Cl)cc1` (centres undefined) across the screens: nt	0	nt	-2.1	-6	nt	1	-36	14
`CC(C)CC1(C)NC(=O)N(CC(=O)Nc2ccc3c(c2)CCC3)C1=O` (centres undefined) across the screens: -3	-1	-6	0.19	3	6	-13	-21	-4
`Cc1cc2c(ncn2Cc2ccccc2)c(NS(C)(=O)=O)c1C` across the screens: -13	4	0	nt	-27	-1	-4	-23[20 µM]	-8
`Nc1ccc2c(c1)OC1(CCCCC1)O2` across the screens: -10	5	45*	-0.8	-8	2	1	-14	100*

Next part.
SMILES	hK5 inh	eIF4E 4G PPI	p47phox inh	KCC2 mod	EBV gp42 block	Rad51 HR inh	thrombin 1536	Furin inh	14-3-3 Bad inh
Cc1cccn2cc(CSc3nnc(Nc4ccc(C(C)C)cc4)s3)nc12	-3	0	-12	-2.8	-11	4	-3	-13	0
Cc1cccc(NC(=O)C2(c3ccccc3)CC2(Cl)Cl)c1 (centres undefined)	3	2	-7	-1	-2	6	-2	-6[20 µM]	-1
CC(=O)/C(C#N)=C1\NC(=O)C(Cc2ccc(C)c(Cl)c2)S1 (centres undefined)	4	4	-8	-2.2	-10	28	3	-2	1
CC1(C)C(=O)C2(CCCCC2)C(=O)OC1c1ccc(O)cc1 (centres undefined)	-8	1	-13	-1.3	-17	8	-3	-16[20 µM]	6
